Screens: PubChem BioAssay, several laboratories
GlmU inhibition = inhibition of mycobacterial GlmU enzyme – biochemical, glucosamine-1-phosphate acetyltransferase (AID 1376); M. tuberculosis GlmU acetyltransferase enzyme assay; higher % means a stronger effect; inhibition, %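 (tested at 30 µM in the primary screen)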, or IC50 in µM where a hit was titrated; actives 0.25% (n = 220,000); in the data active = inhibition above about 13%;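 also: 0% = complete reaction with vehicle and 100% = reaction without substrate; strong numbers were not always called active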
RmlCD inh 1536 = M. tuberculosis RmlC/RmlD coupled enzyme inhibitors, primary screen, biochemical, compound mixtures, 384-well, from 1536-well plates; AID 1533, 2009; inhibition, % at 3.6 µM; RmlC+RmlD coupled enzyme assay, percent inhibition; primary screen in compound mixtures; dTDP-4-dehydrorhamnose reductase (Mycobacterium tuberculosis (strain ATCC 25618 / H37Rv)) …; actives 0.03% (n = 160,000); in the data active = inhibition mostly above about 34%, no sharp cut-off; also: some results filed as inactive read as strong as hits
Target sequence (P9WH09 whole entry, looked up): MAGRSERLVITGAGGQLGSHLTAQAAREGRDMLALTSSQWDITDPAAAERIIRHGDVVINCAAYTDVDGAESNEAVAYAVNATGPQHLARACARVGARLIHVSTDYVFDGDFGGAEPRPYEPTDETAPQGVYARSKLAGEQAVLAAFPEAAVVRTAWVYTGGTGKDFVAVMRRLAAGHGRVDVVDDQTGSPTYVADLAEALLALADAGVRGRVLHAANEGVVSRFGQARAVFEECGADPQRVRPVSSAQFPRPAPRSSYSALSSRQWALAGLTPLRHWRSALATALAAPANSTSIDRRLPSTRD
Target sequence (P9WH11 whole entry, looked up): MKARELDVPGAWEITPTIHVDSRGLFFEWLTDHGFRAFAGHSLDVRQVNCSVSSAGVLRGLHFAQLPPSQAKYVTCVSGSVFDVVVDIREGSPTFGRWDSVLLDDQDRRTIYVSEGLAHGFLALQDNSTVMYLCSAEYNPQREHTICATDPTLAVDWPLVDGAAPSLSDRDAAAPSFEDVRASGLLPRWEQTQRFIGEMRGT
* = called active by the depositor; x = not tested or not shown. This is a subset; count on the stated rates, not on these rows.

mol | GlmU inhibition | RmlCD inh 1536
Cc1c(CNCCC2=CCCCC2)c(C(=O)O)c(C)n1Cc1ccccc1 | 0.8% | -7.3
CCOc1ccc(C(=O)C[n+]2ccccc2C)cc1 | -1.3% | -10.8
CC1=Nc2ccc(C)c3nc(C)cc(c23)N1c1ccc(C)cc1 | -2.7% | x
CCC(=O)NCCc1nc2ccccc2[nH]1 | 6.6% | x
CC(C)c1ccc(N2C(=O)/C(=C/N(C)C)SC2=S)cc1 | 7.2% | -5.6
Cn1c(CC2Sc3ccccc3NC2=O)nnc1SCC(=O)c1ccc(Cl)cc1 (stereo not given) | 2.2% | 3.5
COc1ccccc1C(CCN(Cc1cccs1)C(C)=O)c1ccco1 (stereo not given) | 1.1% | 8.8
CCCN1C(=O)c2ccccc2NC1c1ccc(OC)c(CSc2ccccn2)c1 (stereo not given) | 1.4% | 6.4
COc1ccc(S(=O)(=O)NCCc2csc(C)n2)cc1C | -0.4% | 3.8
O=C(NCCOc1ccccc1)c1cc2ccccc2o1 | 0.8% | x
CC1CCCC(C)N1C(=O)Cn1cc(/C=C2/C(=O)Nc3ccccc32)c2ccccc21 (stereo not given) | -4.9% | -8.0
CCO/N=C(\C)c1c(O)cc(C(C)C)n(-c2ccccc2)c1=O | 2.7% | 1.4

Following part
mol | GlmU inhibition | RmlCD inh 1536
Cn1nc(C(=O)Nc2nc3ccccc3[nH]2)ccc1=O | -7.1% | 8.4
COc1ccccc1OCCCOc1ccc([N+](=O)[O-])cc1Cl | -0.5% | x
CCS(=O)(=O)N1Cc2ccccc2CC1C(=O)OCC(=O)Nc1ccc(C)cc1 (stereo not given) | 0.6% | x
CCOc1ccc(NC2=NC(C)(C)N=C(N)N2)cc1 | 6.9% | 43.3
CC1=CCC(C(=O)N/N=C/c2cccs2)C(c2ccc(F)cc2)C1 (stereo not given) | -0.9% | 60.5
CCC(=O)c1cc2c(cc1NC(=O)C(C)C)OCCO2 | 5.3% | 106.4
COc1ccc(C(CNC(=O)c2cccnc2SC)N2CCOCC2)cc1 (stereo not given) | 1.1% | -0.6
O=C(NCc1ccncc1)C1COc2ccccc2O1 (stereo not given) | 2.6% | 2.0
CC(=O)Nc1ccc(S(=O)(=O)NC(=O)C23CC4CC(CC(C4)C2)C3)cc1 | -3.4% | 9.3
CC(=O)c1cccc(NC(=O)Cc2cccs2)c1 | -2.4% | 6.0
CS(=O)(=O)N1CCc2cc(S(=O)(=O)N3CCCCC3)ccc21 | -2.0% | -6.8
Cc1ccc(/C=C/C(=O)c2ccc(N3CCOCC3)cc2)s1 | 3.7% | 4.0

4 compounds from above, ordered by formula weight, highest first:
mol | GlmU inhibition | RmlCD inh 1536
CS(=O)(=O)N1CCc2cc(S(=O)(=O)N3CCCCC3)ccc21 | -2.0% | -6.8
COc1ccccc1OCCCOc1ccc([N+](=O)[O-])cc1Cl | -0.5% | x
CCC(=O)c1cc2c(cc1NC(=O)C(C)C)OCCO2 | 5.3% | 106.4
O=C(NCc1ccncc1)C1COc2ccccc2O1 (stereo not given) | 2.6% | 2.0

The list goes on.
mol | GlmU inhibition | RmlCD inh 1536
COc1ccc(N2CCN(CCNS(=O)(=O)c3cccc4nsnc34)CC2)cc1 | -0.2% | x
COc1ccc(NC(=O)CC(C)c2ccccc2)c([N+](=O)[O-])c1 (stereo not given) | 6.3% | -11.1
COc1cc(/C=C(/NC(=O)c2ccccc2Cl)C(=O)O)cc(OC)c1OC | -8.1% | -13.7
C[C@]12CC[C@H](O)CC1=CC[C@@H]1[C@@H]2CC[C@@]2(C)[C@H]1CC[C@]2(C)O | 0.4% | x
CCOC(=O)N1CCN(C(=O)CSc2nc(-c3cccc(C)c3)ns2)CC1 | -1.7% | x
COc1ccc(CN(C(=O)c2cc3ccccc3oc2=O)C2CCCCC2)cc1OC | -5.5% | x
CN(C)S(=O)(=O)c1ccc(C(=O)Nc2ccccc2F)cc1 | 5.6% | 5.8
Clc1ncc(CSc2ccccc2)s1 | -0.8% | -7.5
COCCNC(=O)CN(C(=O)CCC(=O)Nc1cc(C)on1)c1ccccc1C | -3.6% | x
O=C(CSc1nc2scc(-c3ccccc3)c2c(=O)[nH]1)N1CCCCC1 | -2.3% | 7.1
CCCOc1ccc(NC(=O)C2CC(=O)N/C(=N/N=C(C)/C=C/c3ccc(N(C)C)cc3)S2)cc1 (stereo not given) | -1.2% | -6.8
C=CCC(C(=O)OC)(C(=O)OC)c1ccc(C(F)(F)F)cc1[N+](=O)[O-] | 6.5% | x

(further entries)
mol | GlmU inhibition | RmlCD inh 1536
Clc1ccccc1/C=C/c1nc(-c2cccnc2)no1 | 3.3% | -1.7
O=S(=O)(Nc1nc2ccccc2s1)c1ccc(Cl)nc1 | -2.7% | 2.2
COc1cc(Cl)cc(NC(=O)CCN2CCN(C)CC2)c1 | 0.5% | 8.0
CC(C)Nc1nc(NNc2nc(Cl)nc(NC(C)(C)C)n2)nc(NC(C)C)n1 | -2.2% | -4.4
Nc1cnccc1C(=O)O | 1.7% | -2.4
COc1ccc(-n2c(=O)c3ccccc3n(CC(=O)c3ccccc3)c2=O)cc1OC | -0.8% | -9.2
CC1=C(C(N)=O)C(c2ccc3c(c2)OCO3)n2nc(-c3cccc(C)c3)nc2N1 (stereo not given) | 3.9% | 3.1
Cc1csc(NC(=O)c2cc3c(s2)-c2ccccc2OC3)n1 | 7.8% | 8.2
Cn1ccnc1SCC(=O)Nc1cccc(S(=O)(=O)N2CCCCC2)c1 | -1.3% | -9.4
COC(=O)c1cc(NC(=O)CN(C)Cc2ccccc2)cc(C(=O)OC)c1 | -0.4% | -7.2
COc1ccc(OC)c(C(=O)c2c(C)oc3cc([N+](=O)[O-])c(O)c([N+](=O)[O-])c23)c1 | -0.5% | x
O=C(Nc1nnc(C(F)(F)F)s1)c1ccc(N2C(=O)C3C4C=CC(C4)C3C2=O)cc1 (stereo not given) | -2.5% | x

Additional entries follow:
mol | GlmU inhibition | RmlCD inh 1536
CCOC(=O)[C@@H]1[C@H]2COc3ccccc3[C@@H]2N2C(=O)N(c3ccc(F)cc3)C(=O)[C@]12C | 1.6% | x
Cn1cc(CNC(=O)c2cc(-c3ccc(Br)cc3)nc3ccccc23)cn1 | -3.7% | x
CCOC(=O)C(NCc1ccc(F)cc1)(NC(=O)c1ccccc1)C(F)(F)F (stereo not given) | -0.3% | -7.5
COCCN(C(=S)Nc1ccc(C)cc1C)C(C)c1ccco1 (stereo not given) | 5.1% | 45.2
Fc1ccc(Cn2nnc(-c3ccc(CN4CCOCC4)cc3)n2)cc1 | 2.8% | -5.0
COc1ccc(OC)c(-n2c(-c3cc(-c4ccco4)[nH]n3)n[nH]c2=S)c1 | 12.4% | x
CN(Cc1nc2ccccc2c(=O)[nH]1)CC(O)COCc1ccco1 (stereo not given) | -2.2% | x
O=C(Nc1cccc2nsnc12)c1ccc(F)cc1 | 2.4% | 14.1
C=C1N2CCC(CC2)C1(O)c1ccc(C)cc1 (stereo not given) | -2.3% | -0.6
Cc1ccc2cc(C#N)c(N3CCCN(S(=O)(=O)c4ccccc4)CC3)nc2c1C | 8.0% | x
Cn1cc(Br)c(C(=O)NNC(=O)c2ccc(Br)cc2)n1 | -2.8% | x
CCC1Oc2ccc(C)cc2N(CC(=O)NCCc2ccc(OC)c(OC)c2)C1=O (stereo not given) | -6.5% | x

Next compounds.
mol | GlmU inhibition | RmlCD inh 1536
CCCC[n+]1c(C)sc2cc(OC)ccc21 | -3.3% | 1.7
CC(=O)Nc1ccc(NC(=O)C2CCCN2/C=C/C(=O)C(F)(F)F)cc1 (stereo not given) | -6.4% | -7.3
NNc1nc2sc3c(c2c(=O)n1C1CCCCC1)CCN(Cc1ccccc1)C3 | -1.8% | -14.8
CCn1c(-c2cc3ccccc3cc2O)n[nH]c1=S | 1.2% | -4.8
O=C(C1CCCCC1)N(Cc1nc2sc3c(c2c(=O)[nH]1)CCCC3)Cc1cccs1 | -1.0% | x
CC(C)(C)OC(=O)N1CCC[C@H]1c1nnc(SCc2ccccc2)o1 | 2.1% | -10.3
COc1ccc2c(c1)CC/C(=C\c1ccc(OC)c(Cn3cccn3)c1)C2=O | -3.8% | x
COc1cc(C(=O)NC2=C(C#N)CCC2)cc(OC)c1OC | 1.1% | -3.6
O=C(CCNC(=O)c1ccc(Br)cc1)Nc1nccs1 | 2.2% | -0.2
CCNC(=S)Nc1cc(-c2ccc(Cl)cc2)[nH]n1 | 2.2% | 5.0
NC(=O)C1C(c2ccccc2)=C1c1ccccc1 | -3.4% | 9.3
Cc1ccn2c(CNCC3OCCc4ccccc43)c(C(=O)N3CCCCCC3)nc2c1 (stereo not given) | -6.0% | x

The list continues.
mol | GlmU inhibition | RmlCD inh 1536
CC1CN(CC(O)COc2ccc(C(=O)c3ccccc3)cc2)CC(C)O1 (stereo not given) | 5.7% | 8.0
CCN(CC)S(=O)(=O)c1cc(C(=O)NC2CCCCC2)ccc1C | -1.9% | 14.0
CCSC1=NCCN1C(=O)C(C)(C)Oc1ccc(Cl)cc1 | -2.5% | x
Clc1ccc2c(c1)-c1nnc(Br)n1-c1ccccc1S2 | 4.4% | x
COCCNC(=S)N/N=C/c1ccc(-c2ccc([N+](=O)[O-])cc2)o1 | x | 3.7
CC(C)N1C(=O)/C(=C/C=C/c2ccco2)C(=O)N(Cc2ccco2)C1=O | -11.0% | 10.1
O=c1oc2ccccc2c(Nc2ccc3ncccc3c2)c1[N+](=O)[O-] | 0.0% | x
CC(CC1C(C#N)=C(N)SC(N)=C1C#N)c1ccccc1 (stereo not given) | 0.6% | -6.5
O=C(CCc1ccccc1)NNC(=O)c1cccc(F)c1 | -1.3% | 1.2
CCOc1cc(/C=C2/NC(=O)NC2=O)cc([N+](=O)[O-])c1O | -1.7% | 12.6
Cc1cc(=O)oc2ccc(OC(=O)CN3C(=O)c4cccc([N+](=O)[O-])c4C3=O)cc12 | 3.4% | -9.4
Cc1ccc(NC(=O)Nc2cnccn2)cc1Cl | 3.0% | -2.0

Next part; it opens with the 2 that closed the last part.
Under each structure: GlmU inhibition, RmlCD inh 1536
Cc1cc(=O)oc2ccc(OC(=O)CN3C(=O)c4cccc([N+](=O)[O-])c4C3=O)cc12
 : 3.4%, -9.4
Cc1ccc(NC(=O)Nc2cnccn2)cc1Cl
 : 3.0%, -2.0
COCCNC(=O)c1ccc(N(C)S(=O)(=O)c2ccc(OC)c(OC)c2)cc1
 : 0.8%, 6.8
CCNC(=O)Nc1cc2nc(C)n(Cc3ccc(Br)cc3)c2nc1C
 : 2.6%, x
Cc1c(NC(=S)NC(=O)COc2ccccc2)c(=O)n(-c2ccccc2)n1C
 : -0.8%, x
COC(=O)CCC(=O)Nc1ccc(S(=O)(=O)N2CCCCCC2)cc1
 : 0.6%, 3.5
Cc1cc(C)c2[nH]c(=O)c(C(c3nnnn3CC3CCCO3)N3CCC(C)CC3)cc2c1 (stereo not given)
 : 2.2%, 5.5
CCC(OC(=O)c1nsc(Cl)c1Cl)C(=O)NC(C)(C)CC (stereo not given)
 : -3.4%, -8.2
O=C(Cc1cccs1)N1CCCC(c2nc(-c3ccc(S(=O)(=O)N4CCCC4)cc3)no2)C1 (stereo not given)
 : 4.5%, -4.2
CN1C(C(=O)Nc2ccccn2)=C(O)c2sccc2S1(=O)=O
 : 5.2%, x
CCOc1ccc(N(CC(=O)NCCCOC)S(C)(=O)=O)cc1
 : 0.8%, -3.8
Clc1ccc2nsnc2c1NC1=NCCN1
 : -0.6%, x
O=C1OCCC1Sc1nnc(-c2ccc3c(c2)OCO3)n1-c1ccccc1 (stereo not given)
 : 1.8%, x
Cn1c(=O)[nH]c(=O)c2c1nc(CN1CCN(c3ccc(F)cc3)CC1)n2CCCc1ccccc1
 : 0.3%, 4.9
CS(=O)(=O)c1ccc2nc(NC(=O)CN3CCCCCC3)sc2c1
 : 1.8%, 4.9
O=C(c1cccs1)N1CCCN(c2ncnc3scc(-c4ccccc4)c23)CC1
 : 2.9%, 30.6
O=C(/C=C/c1ccc(Cl)cc1Cl)N1CCN(c2ccc([N+](=O)[O-])c(N3CCOCC3)c2)CC1
 : -8.5%, 11.0

Going on with the list.
Under each structure: GlmU inhibition, RmlCD inh 1536
CSc1nc2nccc(-c3ccc4c(c3)OCO4)n2n1
 : -6.0%, 2.2
CCOc1ccc(C2C3=C(CCCC3=O)Nc3nc(C(F)(F)F)nn32)cc1OC (stereo not given)
 : -0.6%, -0.8
CCc1ccc(-n2c(Cc3ccccc3)n[nH]c2=S)cc1
 : 0.3%, 11.2
COC(=O)Cn1c(=NC(=O)c2nc3ccccc3s2)sc2cc(S(C)(=O)=O)ccc21
 : -3.4%, x
Cc1cc(C)n(-c2c(F)c(F)c(CN3CCCCC3)c(F)c2F)n1
 : -3.8%, 0.5
Cc1ccc(-n2c(-c3ccco3)nc3nc4ccccc4nc32)cc1F
 : x, 7.5
CCC(=O)N1CCCc2cc(S(=O)(=O)N3CCN(c4ccccn4)CC3)ccc21
 : -0.3%, -4.7
O=C(Nc1ccc(NC(=O)C2CC2)nc1)c1ccccn1
 : 2.9%, 17.9
CCOc1cccc(N2C(=O)CC(N(CCc3ccc(OC)c(OC)c3)C(=O)CC)C2=O)c1 (stereo not given)
 : 0.4%, 5.1
Cc1[nH]c2ccccc2c1/C=N/Nc1ccccn1
 : 3.7%, -9.4
COc1ccc(C(=O)OCC(=O)Nc2cc(C)c(C)cc2[N+](=O)[O-])cc1
 : 1.9%, 5.8
Cc1ccc(Cl)cc1N1CCN(Cc2nc3c(c(=O)[nH]c(=O)n3C)n2CCc2ccccc2)CC1
 : 0.3%, x
COc1ccc(C(C(=O)Nc2ccc(F)cc2)N(C(=O)Cn2nnc3ccccc32)C2CC2)cc1 (stereo not given)
 : x, 17.8
COC(=O)c1c(C)[nH]c(O)c1C=Nc1ccc(Oc2ccccc2)cc1
 : -3.1%, 21.8
CCOC(=O)N1CCN(C(=O)CSc2nnc(C3COc4ccccc4O3)o2)CC1 (stereo not given)
 : -1.4%, x
